Compound activity from PubChem.
Insulin prom up = insulin promoter activators in MIN6 cells, imaging, high-content screening, mouse beta cells | MIN6 insulin promoter-GFP reporter; active compounds read high | z-score at 5 µM | 190,000 tested, 0.3% active | AID 1625, 2009;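 active means z-score above 3 at 5 µM with at least 500 cells counted in the well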
MT stabilize HCS = microtubule stabilizers in HeLa cells, primary screen, imaging, high-content imaging | % tubulin-high responders, % at 10 µM | 200,000 tested, 0.83% active | HeLa tubulin immunostaining HCS, 24 h; share of cells brighter than vehicle mean+2SD;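 active means plate Z-score above 3 for both tubulin-high and condensed-nucleus cell shares, with cell loss under 80%, at 10 µM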;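 further: anti alpha tubulin signal scored within the nucleus-defined area of each cell; some results filed as inactive read as strong as hits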
Myeloid diff 2 = induction of myeloid progenitor differentiation, primary screen, cell-based, flow cytometry, MLPCN library | ER-HoxA9 myeloid progenitors, lysozyme-GFP differentiation | calls only at 10 µM | 360,000 tested, 1% active | AID 624256, 2012;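 active means normalized GFP-positive differentiation at or above the plate's own cutoff, the solvent-only control mean plus 3 SD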;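 further: cells exposed to compound for four days before flow analysis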
Hep lipid drop = inhibitors of hepatocyte lipid droplet formation, primary screen, imaging, high-throughput imaging, BODIPY stain; 240,000 tested, 0.4% active; inhibition, % at 6.5 µM; AML12 mouse hepatocytes, oleate lipid droplets;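 active means lipid droplet intensity inhibited by at least 50%, with more than 500 cells counted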
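Assay system: AML12 mouse liver cells | Compound dosing: One dose, 6.5 µM compound | Read-out basis: Droplet intensity reduction, % inhibition | Measured by: Fluorescence imaging, 20x objective, two fields per well | Schedule: Overnight treatment with compound plus oleate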
PMI inhibitors = inhibitors of human PMI, primary screen, biochemical, fluorescence intensity, coupled assay (AID 1209) | 190,000 tested, 0.42% active | inhibition, % at 20 µM, or IC50 in µM where a hit was titrated | purified PMI enzyme, coupled fluorescence intensity; higher % means a stronger effect; in the data active means inhibition above about 50%;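 further: plate controls were DMSO vehicle for no effect and wells lacking substrate for full effect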
TNAP activation fold = human TNAP enzyme activators, primary screen, biochemical, luminescent, no phosphate acceptor, uHTS (AID 1001). purified TNAP, luminescent activation assay, no phosphate acceptor; higher activation fold means a stronger effect. activation fold at 20 µM; hits with a dose series show EC50 in µM. 200,000 tested, 0.03% active; in the data active means activation fold from about 3, or a potency from the dose series; inactive means the rest, 99 in 100 with activation fold below about 1.6; further: many of its hits are not listed in these tables
Dynein transport = inhibitors of GR-EGFP nuclear translocation, primary screen, dynein cargo transport inhibitor project, imaging, high-content, 3617.4 mouse cells; test concentration mostly 20 µM; stimulated with dexamethasone, 1 µM; active compounds read low; 220,000 tested, 0.47% active; z-score, hits read low;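 active means plate z-score of nuclear minus cytoplasmic receptor signal below a set negative limit, without overly bright fluorescence or cell loss, cut at about -3.5 in these data, passing the limit was not always enough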;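 further: z-score of nuclear minus cytoplasmic ring GR-EGFP intensity difference per well; some compounds called inactive have numbers as strong as hits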
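Buffer or medium: tet-free, stripped-serum medium; Also added: dexamethasone, 1.0 µM final; Technique: high-content fluorescence imaging after fixation; Times: 48 h induction, 1 h compound, 30 min dex at 37 °C; Read-out: per-cell GR-EGFP intensity, nucleus versus surrounding cytoplasmic ring, well-averaged.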
T cell modulator = modulators of CD8 T cell-vesicle binding, primary screen, mouse 2C CD8+ T cells, flow cytometry. 2C CD8+ T cell-vesicle binding; active compounds read low. 330,000 tested, 0.068% active. calls only at 7 µM;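 active means response, share of CD8 T cells binding vesicles, and their 90th percentile fluorescence all below set limits, cut at about 80% in these data, passing the limit was not always enough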
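Also added: QL9-peptide-loaded Drosophila micro-vesicles bearing Ld, ICAM-1 and B7-1; Test system: purified 2C TCR transgenic mouse naive CD8+ T cells; Measured by: cytometric PE anti-B7-1 and Alexa647 anti-CD8 signals after 1% paraformaldehyde fixation; Timing: binding step 1.5 h, 37 °C, antibody labelling 20 min, ice.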
bCat nuc transl = modulators of beta-catenin nuclear translocation, primary screen, imaging, HeLa cells, immunofluorescence, high-content; 190,000 tested, 0.3% active; nuclear translocation activity, % at 5 µM; AID 1665, 2009;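 active means nuclear translocation activity above 50% at 5 µM, with a well cell count of 50 or more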;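 further: per-cell ratio of nuclear to cytoplasmic median beta-catenin stain intensity; plate controls were DMSO negative control for no effect and GSK-3 inhibitor IX positive control for full effect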
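Read-out: Nuclear/cytoplasmic beta-catenin signal ratio, % activation | Assay system: Human HeLa cell line | Times: 24 h compound exposure at 37°C, 5% CO2 | Signal: Fluorescence imaging of beta-catenin antibody stain plus DAPI | Dosing: 5 µM primary, 0.02–20 µM confirmation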
Dynein transport cytoplasmic EGFP = also measured in Dynein transport; calls as there; z-score; measured here: cytoplasmic GR-EGFP intensity; active compounds read high
Dynein transport nuclear GR-EGFP = further read-out of Dynein transport, marked with its call; z-score; measured here: nuclear GR-EGFP intensity;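 lower value marks the stronger effect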
Dynein transport cell count = also measured in Dynein transport; calls as there; z-score; measured here: cell count per field
Insulin prom up cell count = also measured in Insulin prom up; calls as there; cell count; measured here: cytotoxicity, nuclei count;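 total cells summed across four imaged fields per well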
Hep lipid drop cells 6.5 µM = further read-out of Hep lipid drop, marked with its call; cell count; measured here: cell count, cytotoxicity flag;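 cells counted across two imaged fields per well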
bCat nuc transl cell count 5 µM = also measured in bCat nuc transl; calls as there; cell count; measured here: cell count, cytotoxicity flag
T cell modulator vesicle-bound % = second read-out of T cell modulator, no call of its own (marks repeat the call); double positive events, %; measured here: CD8+ vesicle-bound cell fraction;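 binding gate set so that unloaded-vesicle control wells show 10% double positive cells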
MT stabilize HCS Hoechst-high % = further read-out of MT stabilize HCS, marked with its call; % Hoechst-high responders; measured here: nuclear condensation Hoechst responders;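 share of cells brighter than vehicle mean plus two SD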
MT stabilize HCS cytotoxicity % = also measured in MT stabilize HCS; calls as there; toxicity, %; measured here: cytotoxicity by cell density;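 0% = mean cell density of plate MIN control wells and 100% = no cells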
Myeloid diff 2 GFP+ MAC1+ % = also measured in Myeloid diff 2; calls as there; GFP+ MAC1+ double positive, %; measured here: differentiation confirmed by MAC1 staining
An asterisk follows results filed as active.

What do the screens show for `CCOc1ccccc1NC(=S)N1CCC(NC(=O)NC23CC4CC(CC(C4)C2)C3)CC1`?
Insulin prom up: -0.92; MT stabilize HCS: 2.3; Myeloid diff 2: inactive; PMI inhibitors: 2.4%; TNAP activation fold: 1.2; Dynein transport: 0.429; T cell modulator: inactive; bCat nuc transl: -1.7; Dynein transport cytoplasmic EGFP: -0.196; Dynein transport nuclear GR-EGFP: 0.565; Dynein transport cell count: -0.036; Insulin prom up cell count: 1410; bCat nuc transl cell count 5 µM: 858; T cell modulator vesicle-bound %: 26.2; MT stabilize HCS Hoechst-high %: 2.0; MT stabilize HCS cytotoxicity %: 8.1; Myeloid diff 2 GFP+ MAC1+ %: 0.8

How did O=S(=O)(NC1CCCCC1Nc1ccc(Cl)cc1)c1ccccc1 (stereo not drawn) do in these assays?
Insulin prom up: -0.69; MT stabilize HCS: 2.4; Myeloid diff 2: inactive; Hep lipid drop: -25.3; PMI inhibitors: 12.0%; TNAP activation fold: 1; Dynein transport: -0.85; T cell modulator: inactive; bCat nuc transl: -2.0; Dynein transport cytoplasmic EGFP: -0.307; Dynein transport nuclear GR-EGFP: -0.88; Dynein transport cell count: 0.897; Insulin prom up cell count: 1248; Hep lipid drop cells 6.5 µM: 629; bCat nuc transl cell count 5 µM: 525; T cell modulator vesicle-bound %: 38.5; MT stabilize HCS Hoechst-high %: 4.4; MT stabilize HCS cytotoxicity %: 1.6; Myeloid diff 2 GFP+ MAC1+ %: 0.1

How did CCOc1ccc(C(=O)NCC(=O)OCc2c(F)cccc2Cl)cc1 do in these assays?
Insulin prom up: 0.98; MT stabilize HCS: 3.6; Myeloid diff 2: inactive; Hep lipid drop: 2.0; PMI inhibitors: -3.5%; TNAP activation fold: 1.1; Dynein transport: -0.993; T cell modulator: inactive; Dynein transport cytoplasmic EGFP: -0.275; Dynein transport nuclear GR-EGFP: -0.676; Dynein transport cell count: 0.523; Insulin prom up cell count: 1322; Hep lipid drop cells 6.5 µM: 670; T cell modulator vesicle-bound %: 40.0; MT stabilize HCS Hoechst-high %: 3.1; MT stabilize HCS cytotoxicity %: 8.2; Myeloid diff 2 GFP+ MAC1+ %: 1.0

What do the screens show for `O=C(O)c1ccc(CSCc2ccco2)cc1`?
Insulin prom up: -0.16; MT stabilize HCS: 2.9; Myeloid diff 2: inactive; Hep lipid drop: 5.1; PMI inhibitors: 6.3%; TNAP activation fold: 1.1; Dynein transport: -0.453; T cell modulator: inactive; Dynein transport cytoplasmic EGFP: -0.24; Dynein transport nuclear GR-EGFP: 0.105; Dynein transport cell count: 0.471; Insulin prom up cell count: 1188; Hep lipid drop cells 6.5 µM: 727; T cell modulator vesicle-bound %: 28.5; MT stabilize HCS Hoechst-high %: 0.1; MT stabilize HCS cytotoxicity %: 43.7; Myeloid diff 2 GFP+ MAC1+ %: 0.9

Results for CC(C1CC1)N(C(=O)c1ccccc1O)c1ccccc1 (stereo not drawn) ?
Insulin prom up: 0.16; MT stabilize HCS: 3.1; Myeloid diff 2: inactive; Hep lipid drop: -0.1; PMI inhibitors: -2.4%; TNAP activation fold: 1; Dynein transport: -1.04; T cell modulator: inactive; bCat nuc transl: -6.2; Dynein transport cytoplasmic EGFP: -0.226; Dynein transport nuclear GR-EGFP: -0.407; Dynein transport cell count: 0.523; Insulin prom up cell count: 1119; Hep lipid drop cells 6.5 µM: 754; bCat nuc transl cell count 5 µM: 1116; T cell modulator vesicle-bound %: 5.3; MT stabilize HCS Hoechst-high %: 2.5; MT stabilize HCS cytotoxicity %: 10.2; Myeloid diff 2 GFP+ MAC1+ %: 0.8

What do the screens show for `Cc1ccc(CN2CCN(CC(=O)NCc3ccc(Cl)cc3)C2=O)cc1`?
Insulin prom up: -1.02; MT stabilize HCS: 1.8; Myeloid diff 2: inactive; Hep lipid drop: 4.5; PMI inhibitors: -4.0%; TNAP activation fold: 1.1; Dynein transport: -0.932; T cell modulator: inactive; Dynein transport cytoplasmic EGFP: 0.162; Dynein transport nuclear GR-EGFP: -0.17; Dynein transport cell count: -1.28; Insulin prom up cell count: 1083; Hep lipid drop cells 6.5 µM: 826; T cell modulator vesicle-bound %: 54.4; MT stabilize HCS Hoechst-high %: 1.6; MT stabilize HCS cytotoxicity %: 7.9; Myeloid diff 2 GFP+ MAC1+ %: 1.4

Results for CCOC(=O)c1c(N2C(=O)Nc3ccccc3N2O)n[nH]c1-c1cccc(OC)c1 ?
Insulin prom up: 1.88; MT stabilize HCS: 4.9; Myeloid diff 2: inactive; Hep lipid drop: -6.5; PMI inhibitors: -18.6%; TNAP activation fold: 1.2; Dynein transport: -0.193; T cell modulator: inactive; bCat nuc transl: -0.4; Dynein transport cytoplasmic EGFP: -0.336; Dynein transport nuclear GR-EGFP: -0.00939; Dynein transport cell count: 0.771; Insulin prom up cell count: 1137; Hep lipid drop cells 6.5 µM: 730; bCat nuc transl cell count 5 µM: 1095; T cell modulator vesicle-bound %: 58.2; MT stabilize HCS Hoechst-high %: 2.7; MT stabilize HCS cytotoxicity %: 5.2; Myeloid diff 2 GFP+ MAC1+ %: 0.2

Results for CN(c1ccccc1C(=O)Nc1cccc([N+](=O)[O-])c1)S(C)(=O)=O ?
Insulin prom up: -0.03; MT stabilize HCS: 2.1; Myeloid diff 2: inactive; Hep lipid drop: 19.6; PMI inhibitors: -3.9%; TNAP activation fold: 1.1; Dynein transport: 0.053; T cell modulator: inactive; bCat nuc transl: -0.6; Dynein transport cytoplasmic EGFP: -0.209; Dynein transport nuclear GR-EGFP: 0.165; Dynein transport cell count: -0.172; Insulin prom up cell count: 1496; Hep lipid drop cells 6.5 µM: 717; bCat nuc transl cell count 5 µM: 548; T cell modulator vesicle-bound %: 40.1; MT stabilize HCS Hoechst-high %: 1.2; MT stabilize HCS cytotoxicity %: 5.6; Myeloid diff 2 GFP+ MAC1+ %: 0.6

How did CCOP(C)(=O)C1(C(=O)OCc2ccccc2)CC1 (stereo not drawn) do in these assays?
Insulin prom up: 1.4; MT stabilize HCS: 3.8; Myeloid diff 2: inactive; PMI inhibitors: -9.4%; TNAP activation fold: 1.1; Dynein transport: -0.81; T cell modulator: inactive; bCat nuc transl: -0.2; Dynein transport cytoplasmic EGFP: -0.171; Dynein transport nuclear GR-EGFP: -0.29; Dynein transport cell count: 0.127; Insulin prom up cell count: 1538; bCat nuc transl cell count 5 µM: 1162; T cell modulator vesicle-bound %: 51.6; MT stabilize HCS Hoechst-high %: 2.7; MT stabilize HCS cytotoxicity %: 9.2; Myeloid diff 2 GFP+ MAC1+ %: 1.3

How did CN(C)C(CNC(=O)CCCc1c[nH]c2ccccc12)c1ccco1 (stereo not drawn) do in these assays?
Insulin prom up: -0.55; MT stabilize HCS: 1.8; Myeloid diff 2: inactive; PMI inhibitors: 2.2%; TNAP activation fold: 1.1; Dynein transport: -0.885; T cell modulator: inactive; bCat nuc transl: -3.5; Dynein transport cytoplasmic EGFP: -0.14; Dynein transport nuclear GR-EGFP: -0.462; Dynein transport cell count: 0.678; Insulin prom up cell count: 896; bCat nuc transl cell count 5 µM: 956; T cell modulator vesicle-bound %: 25.7; MT stabilize HCS Hoechst-high %: 1.7; MT stabilize HCS cytotoxicity %: 6.3; Myeloid diff 2 GFP+ MAC1+ %: 0.5

What do the screens show for `CCOC(=O)c1c(/N=C/c2ccc(OC)cc2O)sc2c1CCN(C)C2`?
Insulin prom up: -0.04; Myeloid diff 2: inactive; Hep lipid drop: 6.3; Dynein transport: -0.112; T cell modulator: inactive; bCat nuc transl: 1.6; Dynein transport cytoplasmic EGFP: -0.25; Dynein transport nuclear GR-EGFP: 0.414; Dynein transport cell count: -0.176; Insulin prom up cell count: 1114; Hep lipid drop cells 6.5 µM: 707; bCat nuc transl cell count 5 µM: 1316; T cell modulator vesicle-bound %: 16.7; Myeloid diff 2 GFP+ MAC1+ %: 0.3

What do the screens show for `CCOC(=O)CSc1nnc(CNC(=O)c2cccs2)n1-c1cc(OC)ccc1OC`?
MT stabilize HCS: 0.9; Myeloid diff 2: inactive; Hep lipid drop: -9.4; PMI inhibitors: 6.1%; TNAP activation fold: 1.1; Dynein transport: -0.594; T cell modulator: inactive; Dynein transport cytoplasmic EGFP: -0.222; Dynein transport nuclear GR-EGFP: 0.171; Dynein transport cell count: -1.07; Hep lipid drop cells 6.5 µM: 722; T cell modulator vesicle-bound %: 55.5; MT stabilize HCS Hoechst-high %: 1.0; MT stabilize HCS cytotoxicity %: 5.8; Myeloid diff 2 GFP+ MAC1+ %: 5.5
